Screening results from PubChem.
HT1080 IDH1KD tx: kills HT-1080 cells with IDH1 knockdown | HT-1080 IDH1 knockdown viability, ATP luminescence, 48 h | Potency, µM (series often up to 46.1 µM), for the others: at the top dose activity, negative = toxicity, usual class: cytotoxic | 360,000 compounds, 2% hits;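 further: potency means the concentration at half of the fitted maximal effect; 0% = DMSO wells and -100% = cell-free medium wells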
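HT-1080-IDH1KD cells (IDH1 knocked down), 750/well in RPMI with 5% FBS, treated with compound 48 h at 37 degrees C. Viability by CellTiter-Glo luminescence, normalised to DMSO and no-cell wells; concentration-response curves classed.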
KB-V1 cytotox: KB-V1 MDR subline cytotoxicity; Potency, µM (highest dose often 46.1 µM), for inactives: top-dose activity change, negative = cytotoxicity, most hits filed as cytotoxic; KB-V1 MDR cells viability, CellTiter-Glo, 72 h; 400,000 compounds, 3.4% hits; AID 1347076; further: potency means the concentration at half of the fitted maximal effect; on the % scale 0 is the no-effect control and ±100 the full control effect; nearly all actives have a fitted effect of over 60% in size
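Compound-treated KB-V1 multidrug-resistant cells, 72 h, 37 degrees C; viability by CellTiter-Glo. Fitted qHTS curves give the values.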
KB-3-1 cytotox: KB-3-1 parental cell cytotoxicity | KB-3-1 viability, CellTiter-Glo ATP luminescence, 72 h | AID 1347075 | Potency, µM (titrated, usually from 46.1 µM), without a hit: at the highest dose activity change, negative = cytotoxic, actives largely listed as cytotoxic | 400,000 compounds, 1.4% hits; further: potency means the concentration at half of the fitted maximal effect; on the % scale 0 is the no-effect control and ±100 the full control effect; nearly all actives have a fitted effect of over 60% in size
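Parental KB-3-1 adenocarcinoma cells in phenol-red-free DMEM with 10% FBS were pin-treated with compounds at several concentrations, incubated 72 h at 37 °C, and viability read by CellTiter-Glo luminescence; concentration-effect curves were fitted after normalization.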
SW480 rereplic: DNA re-replication induction in SW480 cells; SW480 DNA re-replication, Hoechst DNA content imaging, 48 h; Potency, µM (titrated, usually from 46.1 µM), for the others: at the top dose re-replication activation, most hits filed as activators; 340,000 compounds, 1.8% hits; AID 624297; further: potency means the concentration at half of the fitted maximal effect; % of control where 0% means no effect; nearly all actives have a fitted effect of over 55% in size
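Compounds, transferred as 23 nL by pin tool, were incubated with cells for 48 hr; DNA content per nucleus was then quantified by Hoechst staining and fluorescence plate imaging.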
HT1080-NT tox: kills 2HG-producing HT-1080-NT fibrosarcoma cells. Potency, µM (series often up to 46.1 µM), for the others: top-dose activity, negative = less viability, actives largely listed as cytotoxic. HT-1080-NT fibrosarcoma viability, CellTiter-Glo ATP luminescence, 48 h. 360,000 compounds, 1.6% hits;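 further: NT is the 2HG producing partner of a matched IDH1 knockdown line; potency means the concentration at half of the fitted maximal effect; 0% = DMSO-treated cells and -100% = media-only wells without cells; nearly all actives have a fitted effect of over 55% in size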
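HT-1080-NT fibrosarcoma cells (2HG-overproducing), 750 cells/well in RPMI with 5% FBS, dosed after 2 h and incubated 48 h at 37C. CellTiter-Glo luminescence normalized to DMSO and no-cell wells; concentration-response curves fitted and classed.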
D3 ag: agonists of human D3 dopamine receptor; D3R DiscoveRx beta-arrestin cells, luminescence, 90 min; max activation, %; P35462; 410,000 compounds, 0.58% hits; in the data active means max activation above about 30%; further: 0% is about no effect; mostly tested at two doses, the higher about 12 µM
Target sequence (P35462 whole entry, looked up): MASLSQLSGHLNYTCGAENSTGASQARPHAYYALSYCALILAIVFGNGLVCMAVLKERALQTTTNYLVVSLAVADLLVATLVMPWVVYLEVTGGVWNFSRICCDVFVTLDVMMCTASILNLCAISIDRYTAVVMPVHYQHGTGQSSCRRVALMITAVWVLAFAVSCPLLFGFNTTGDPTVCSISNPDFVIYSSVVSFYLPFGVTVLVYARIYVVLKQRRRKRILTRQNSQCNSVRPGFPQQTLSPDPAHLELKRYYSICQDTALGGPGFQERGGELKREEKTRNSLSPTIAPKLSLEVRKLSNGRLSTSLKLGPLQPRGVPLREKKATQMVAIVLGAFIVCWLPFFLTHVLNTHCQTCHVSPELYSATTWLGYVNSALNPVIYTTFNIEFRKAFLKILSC
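Cells at 1500/well, incubated overnight, then treated with pinned compounds (dopamine as control) for 90 min at 37 degrees C. DiscoveRx reagent added for 30 - 60 minutes at room temperature; luminescence read.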
D3 antag: blocks the human D3 dopamine receptor | D3R cells, DiscoveRx beta-arrestin luminescence, antagonist mode; hits give low values | 360,000 compounds, 2.5% hits | max response, negative = inhibition, % | AID 652054; in the data active means max response below about -50%; inconclusive means no clear call, values can overlap the other calls; further: on the % scale 0 is the no-effect control and ±100 the full control effect; mostly tested at two doses, the higher about 12 µM
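Cells expressing the human receptor were seeded at 1500 cells/well, incubated overnight at 37 degrees C in 5% CO2, then exposed to library compounds with dopamine controls for 90 minutes at 37 degrees C before luminescent detection.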
IL1B secr inh: inflammasome signaling inhibition, IL-1 beta readout; activity change, % at 57.5 µM; 360,000 compounds, 4.7% hits; THP-1 LPS/ATP IL-1B secretion, AlphaLISA, 16 h; hits give low values; AID 743279; in the data active means activity change below about -50%; inconclusive means mostly about -30% to -49%; further: on the % scale 0 is the no-effect control and ±100 the full control effect
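THP-1 cells pretreated 1 hr with compounds (up to 57.5 uM final), then stimulated with LPS (250 ng/mL final) plus ATP (1.25 mM final); secreted IL-1B measured by AlphaLISA after 16 hr, decreased signal indicating inhibition.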
GLP-1R agonist: agonists of human GLP-1 receptor | Potency, µM (highest dose often 45.6 µM), for inactives: at the top dose activation, hits mostly activators | HEK293 GLP-1R CRE-luciferase, luminescence, 4-6 h; cells express a hypersensitive GLP-1R form | AID 624172 | 380,000 compounds, 0.007% hits | P43220; further: potency means the concentration at half of the fitted maximal effect; % of control where 0% means no effect
Target sequence (P43220 whole entry, looked up): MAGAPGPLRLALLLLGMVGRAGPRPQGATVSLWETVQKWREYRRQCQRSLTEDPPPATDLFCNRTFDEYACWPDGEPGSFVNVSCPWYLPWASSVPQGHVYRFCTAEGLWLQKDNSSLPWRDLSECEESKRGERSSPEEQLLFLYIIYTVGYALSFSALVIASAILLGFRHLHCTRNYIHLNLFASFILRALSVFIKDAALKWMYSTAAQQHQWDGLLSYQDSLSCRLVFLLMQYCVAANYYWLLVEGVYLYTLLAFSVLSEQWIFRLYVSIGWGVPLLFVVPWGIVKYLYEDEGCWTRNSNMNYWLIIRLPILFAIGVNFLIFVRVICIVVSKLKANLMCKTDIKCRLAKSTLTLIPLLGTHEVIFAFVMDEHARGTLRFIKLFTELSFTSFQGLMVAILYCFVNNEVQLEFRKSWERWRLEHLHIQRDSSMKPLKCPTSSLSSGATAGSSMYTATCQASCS
Active calls of the source: *; ? = inconclusive; nt = no result given; [ ] = dose if it differs, or a comment. Unless noted, the call rests on the fitted dose curve; in most records, active means well fitted curve in the direction sought with a large enough effect; inconclusive means small, poorly fitted or top-dose-only effect, or another doubt; inactive means no such curve, though single readings can be large; an effect the other way counts as inactive or inconclusive.

SMILES	HT1080 IDH1KD tx	KB-V1 cytotox	KB-3-1 cytotox	SW480 rereplic	HT1080-NT tox	D3 ag	D3 antag	IL1B secr inh	GLP-1R agonist
C/C(CCc1ccc2c(c1)OCO2)=N\N=C1\NC(=O)CC(C(=O)Nc2ccc(C(=O)O)cc2)S1 (centres undefined)	4%	11%	-3%	1%	15%	-4	-23	-2	-2%
CCc1cccc(C)c1NC(=O)CN(C)S(=O)(=O)c1ccc(-c2ccc(=O)[nH]n2)s1	3%	24%	-4%	?	-12%	3	12	0	6%
C#CCNC(=O)c1cc(-c2ccccc2)sc1N	-4%	-3%	23%	nt	-5%	-8	4	4	nt
Cc1cccc(C(=O)OCC(=O)N(C)CC(=O)Nc2ccc(Cl)c(C(F)(F)F)c2)c1	2%	-1%	11%	6%	4%	0	15	0	8%
CCCCC/S(CC1CC1(Cl)Cl)=N\S(=O)(=O)c1ccc(C)cc1 (centres undefined)	9%	9%	?	-10%	7%	-8	-9	-5	14%
Cc1occc1-c1nnc(SCC(=O)c2ccc(F)cc2)n1Cc1ccco1	3%	-19%	-2%	3%	-1%	-4	3	-10	6%
COc1ccc(-c2c(C)nc3c(-c4ccc(F)cc4)cnn3c2N)cc1	14%	-1%	0%	-9%	18%	0	3	-2	8%
O=C(C1CC1)N(CCN(C(=O)C1CC1)c1ccccc1)c1ccccc1	-4%	0%	-16%	-2%	-2%	-3	-13	-13	-4%
CCOc1ccc(N2CCc3c(C)nc(SC)nc32)cc1	-3%	?	?	?	-7%	1	11	120	11%
COc1ccc(/C=N/N=C/c2ccc(OC)cc2)cc1	5%	19%	14%	-2%	1%	-2	15	?	14%
CCN(CC)S(=O)(=O)c1cccc(-c2n[nH]c(=S)n2C(C)COC)c1 (centres undefined)	-1%	-17%	3%	3%	5%	3	-3	0	4%
COCC(CN1CCN(C2=NS(=O)(=O)c3ccccc32)CC1)OC(=O)c1ccc(OC)cc1 (centres undefined)	-12%	?	-4%	-6%	-7%	-7	13	19	6%
COCCN1Cc2c(sc(C)c2C)N(C(=O)c2ccccc2)C1	-8%	?	11%	5%	-12%	-3	-5	20	10%
COc1ccc(/C=C/C2=NC(=C\N(C)C)/C(=O)O2)cc1	12%	-16%	8%	-4%	13%	-3	0	0	19%
COC(=O)c1cc(=O)n(-c2ccc(C(F)(F)F)cc2)[nH]1	-12%	-2%	8%	-7%	-19%	1	-17	8	5%
CCOc1nc(NCc2ccco2)nc(Nc2ccc(OC)cc2)n1	-1%	-26%	1%	3%	-4%	-1	17	-21	27%
COCCNC(=O)C1(C)CCCN(Cc2ccc(C)c3ccccc23)C1 (centres undefined)	-17%	-4%	-1%	nt	-8%	-11	-52*	?	-2%
COc1ccc(S(=O)(=O)N(C)C[C@@H]2Oc3ccc(NC(=O)Nc4c(C)noc4C)cc3C(=O)N([C@H](C)CO)C[C@@H]2C)cc1	2%	4%	7%	?	1%	-6	0	0	2%
CCOC(=O)C1=C(COC(=O)COc2cc(C)ccc2C)NC(=O)NC1C (centres undefined)	16%	?	12%	10%	12%	8	12	0	-5%
CC(=O)Nc1ccc(S(=O)(=O)N(Cc2ccccc2)c2ccccn2)cc1	2%	-10%	5%	-42%[inhibitor]	-11%	4	9	0	7%
CCN(C(=O)COc1cc(=O)n(C)c2ccccc12)c1cccc(Cl)c1	-11%	-21%	-4%	-11%	2%	-5	-3	0	-1%
COc1ccccc1CNC(=O)c1cc(-c2cc(F)ccc2OC)n[nH]1	-19%	2%	0%	nt	-2%	6	19	nt	-1%
Cc1ccccc1CN1CCN(c2nc3ccccc3s2)CC1	-8%	-7%	-12%	13%	-3%	-4	3	18	6%
Cc1c(C(=O)N2CCN(c3ccccn3)CC2)cccc1[N+](=O)[O-]	5%	?	-2%	-2%	12%	2	1	-9	0%
O=C(O)CCNC(=O)c1ccc(NC(=O)C(c2ccccc2)c2ccccc2)cc1	0%	17%	14%	-10%	3%	-1	-30	13	-6%
O=C(NCCc1ccccc1)c1ccc(-c2ccc(F)c(F)c2)c2ccoc12	9%	?	-15%	nt	-8%	-6	0	0	4%
Cc1c(C(=O)NCc2ccc3c(c2)OCCO3)sc(=O)n1Cc1ccc2c(c1)OCO2	2%	?	2%	nt	-16%	0	9	-8	6%
Cc1c(C(=O)Nc2ccccc2)sc2nc[nH]c(=O)c12	11%	-16%	0%	nt	15%	4	4	-19	-7%
O=C(Cc1ccc2c(c1)OCCO2)Nc1cccc(S(=O)(=O)N2CCOCC2)c1	5%	-6%	-1%	-11%	8%	11	7	2	6%
CCSc1nnc(-c2sc3nnc(-c4ccccc4)c(-c4ccccc4)c3c2N)o1	16%	-4%	-1%	?	27%	3	52	?	-14%

(list continues)
SMILES	HT1080 IDH1KD tx	KB-V1 cytotox	KB-3-1 cytotox	SW480 rereplic	HT1080-NT tox	D3 ag	D3 antag	IL1B secr inh	GLP-1R agonist
CC(C)(C)[C@H]1COC(=O)CCC/C=C/C[C@H](CC(=O)N(CCO)Cc2ccccc2)C(=O)N1	3%	-23%	4%	-5%	10%	4	2	11	-1%
COC1CCCN(Cc2cn(C)nc2-c2ccc(Oc3ccccc3)cc2)C1 (centres undefined)	-5%	1%	11%	?	-18%	-3	-52*	?	12%
COc1ccc(CCNC(=O)COc2ccc(N(C)S(=O)(=O)c3ccc(C)cc3)cc2)cc1	-15%	-3%	-5%	?	-9%	1	-3	-8	1%
CCOC(=O)c1ccc(NC(=O)Nc2cccc(C)n2)cc1	11%	?	-3%	1%	12%	8	23	-12	-9%
CC(Sc1nc2ccccc2o1)C(=O)O (centres undefined)	1%	?	2%	0%	6%	-3	8	4	-11%
COc1ccc(-n2c(C)c(C)c3c(NCCN(C)C)ncnc32)cc1	-8%	37%	-7%	-12%	-10%	-4	2	20	-4%
Cc1nnc(SCc2ccc(C(=O)Nc3cc(Cl)ccc3C)cc2)s1	-2%	-2%	5%	-1%	-5%	0	-13	?	0%
C=CCON/C(CCC)=C1\C(=O)C(C(=O)OC)C(C)(C)CC1=NC (centres undefined)	3%	0%	0%	-1%	7%	-9	-11	-4	4%
CCOc1cc(C(=O)Nc2ccc(S(=O)(=O)Nc3cc(C)on3)cc2)cc(OCC)c1OCC	-2%	8%	1%	-20%	-4%	3	12	34	5%
CCOc1ccc(OCCC(=O)OCC(=O)NC2CCCCC2)cc1	-1%	-2%	8%	-2%	-1%	1	-9	4	-2%
COCC(C)n1c(SCC(=O)c2cc(C)n(C)c2C)nc2ccccc2c1=O (centres undefined)	-4%	?	-13%	10%	-18%	2	16	-12	23%
CC(C)c1nc2cc(C(=O)NC(c3cccnc3)C(F)(F)F)ccc2o1 (centres undefined)	-4%	-21%	-6%	-5%	-3%	0	15	6	12%
CCN1C(=O)CC(c2ccccc2)CC1=O	2%	-10%	?	-12%[9.22 µM]	-4%	-8	0	3	2%
C/C(=C\c1ccccc1)CN1CCC(C(=O)N2CCCCC2)CC1	12%	-39%	-5%	3%	7%	-12	-57*	-4	-7%
CCCN(CCC)CCCNC(=O)c1cn(CCOC)c(=O)c2c1c1ccccc1n2C	7%	19%	-11%	3%	10%	3	-11	6	-3%
Cc1nc(N(C)Cc2ccccc2)c2c(C)c(C)sc2n1	-14%	?	?	?	-7%	2	11	27	25%
CCc1nnc2sc(-c3cc(-c4ccccc4)nc4ccccc34)nn12	23%	-3%	7%	2%	-2%	5	15	14	11%
O=C(NCc1ccncc1)Nc1ccc(Cl)cc1Cl	-3%	-4%	2%	-1%	0%	-3	-17	-10	1%
Cc1cccc(NS(=O)(=O)c2cccc(C(=O)NCC(c3ccco3)N(C)C)c2)c1 (centres undefined)	-1%	?	-10%	-6%	1%	-24	-11	-6	2%
CCN(CC)C(=O)CSc1nnc(-c2ccc(O)cc2)n1CC1CCCO1 (centres undefined)	14%	-5%	0%	-5%	46%	1	3	-21	-3%
CCOc1ccc(NC(=O)C(C)N2C(=O)c3ccccc3S2(=O)=O)cc1 (centres undefined)	-1%	27%	25%	-3%	8%	1	12	13	-2%
CCOC(=O)/C(=C\c1ccc([N+](=O)[O-])o1)NC(=O)c1ccccc1	?	?	2%	?	?	1	14	-8	-1%
Cc1ccc(C(=O)Nc2cccc(C(=O)NCc3ccccc3)c2)cc1	?	4.6µM*	8.2µM*	2%	?	2	-4	-22	-23%
CC(=O)c1sc2nc(-c3ccco3)ccc2c1N	-1%	?	-27%	nt	-18%	-7	-10	?	32%
CC1=C(C(=O)N2CCN(c3cccc(Cl)c3)CC2)C2(CCCCC2)OC1=O	nt	7%	-2%	nt	nt	-16	nt	nt	-2%
COc1ccc(-c2cc(C(=O)Nc3ccccc3SC)no2)cc1OC	0%	4%	-5%	2%	-1%[9.24 µM]	-1	-15	-23	7%
CC(C)(C)N1C(=O)c2ccccc2NC(=O)C1C(=O)NCCc1ccccc1 (centres undefined)	3%	-3%	14%	nt	11%	3	21	0	nt
COc1ccc(NC(=O)CC(NC(C)c2ccccc2)C(=O)O)cc1 (centres undefined)	5%	?	1%	18%	4%	3	-14	4	1%
O=C1[C@@H](Oc2ccccc2)[C@@H](c2ccccc2)N1c1ccccc1	6%	0%	0%	-36%	3%	-11	18	4	2%

A draw from above in order of count of non-hydrogen atoms, smallest number first:
SMILES	HT1080 IDH1KD tx	KB-V1 cytotox	KB-3-1 cytotox	SW480 rereplic	HT1080-NT tox	D3 ag	D3 antag	IL1B secr inh	GLP-1R agonist
C/C(=C\c1ccccc1)CN1CCC(C(=O)N2CCCCC2)CC1	12%	-39%	-5%	3%	7%	-12	-57*	-4	-7%
CCOc1ccc(NC(=O)C(C)N2C(=O)c3ccccc3S2(=O)=O)cc1 (centres undefined)	-1%	27%	25%	-3%	8%	1	12	13	-2%
CC1=C(C(=O)N2CCN(c3cccc(Cl)c3)CC2)C2(CCCCC2)OC1=O	nt	7%	-2%	nt	nt	-16	nt	nt	-2%
